Assay outcomes from PubChem BioAssay.
LmPK inh: inhibitors of Leishmania mexicana pyruvate kinase | Q27686 | purified LmPK, Kinase-Glo ATP luminescence, 1 h | Potency, µM (doses to about 57.5 µM), for the others: at the top dose activity change, negative = inhibition, usual class: inhibitors | 290,000 tested, 0.37% active; also: potency is read from the fitted curve at half-maximal effect; % is scaled to controls: 0 for no effect and ±100 for the full control effect
Target sequence (Q27686 whole entry, looked up): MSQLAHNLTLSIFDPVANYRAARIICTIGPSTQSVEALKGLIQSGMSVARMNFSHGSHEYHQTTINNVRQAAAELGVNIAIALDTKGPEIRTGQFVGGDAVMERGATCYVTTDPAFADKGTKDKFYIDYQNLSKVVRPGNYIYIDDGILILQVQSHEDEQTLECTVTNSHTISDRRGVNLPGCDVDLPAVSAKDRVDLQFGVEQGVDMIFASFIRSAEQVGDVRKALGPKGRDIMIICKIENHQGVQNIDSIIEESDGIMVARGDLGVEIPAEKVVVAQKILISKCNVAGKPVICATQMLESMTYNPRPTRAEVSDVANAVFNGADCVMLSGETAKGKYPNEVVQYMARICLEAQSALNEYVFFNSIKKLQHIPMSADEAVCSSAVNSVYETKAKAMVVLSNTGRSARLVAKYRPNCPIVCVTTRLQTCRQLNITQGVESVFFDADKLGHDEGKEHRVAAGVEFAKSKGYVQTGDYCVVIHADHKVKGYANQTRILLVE
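0.1 nM LmPK, 0.5 mM PEP, 0.1 mM ADP; 50 mM imidazole pH 7.2, 7 mM MgCl2, 50 mM KCl; 1 h RT. Kinase-Glo luminescence readout, normalized to no-enzyme (full inhibition) and uninhibited wells.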
Pf growth 96h: inhibits malaria parasite growth, 96 h. Potency, µM (top dose mostly 28.7 µM), inactives show at the highest dose activity change, negative = inhibition, most hits filed as inhibitors. 320,000 tested, 6.9% active. P. falciparum luciferase reporter growth, 96 h; also: potency is read from the fitted curve at half-maximal effect; % is scaled to controls: 0 for no effect and ±100 for the full control effect
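Luminescence readout: decreased luciferase signal marks inhibited growth of reporter-expressing P. falciparum in infected red cells (2% hematocrit, 0.05% parasitemia final), exposed to compound two generations (96 h, 37 C, 5% CO2).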
Pf growth 48h: P. falciparum growth inhibition at 48 hours (one generation); AID 504832; 310,000 tested, 5.9% active; P. falciparum luciferase growth in erythrocytes, 48 h; Potency, µM (highest dose often 28.7 µM), for the others: at the highest dose activity change, negative = inhibition, usual class: inhibitors; also: potency is read from the fitted curve at half-maximal effect; % is scaled to controls: 0 for no effect and ±100 for the full control effect
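Firefly luciferase activity from engineered P. falciparum reports growth; inhibitors lower the luminescent signal. Cultures contained 2% hematocrit erythrocytes at 0.1% final parasitemia.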
HCV inh: blocks hepatitis C virus; Huh7.5.1 HCVcc-Cre infection, luciferase reporter, 44 h; Potency, µM (highest dose often 41.8 µM), for inactives: at the top dose activity change, negative = inhibition, usual class: inhibitors; 340,000 tested, 3.4% active; AID 651820; also: potency is read from the fitted curve at half-maximal effect; % is scaled to controls: 0 for no effect and ±100 for the full control effect
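Reporter virus HCVcc-Cre (~0.5 moi) infects cells exposed to compound; seeding density 1,000 cells/well with 4 h settling beforehand. Luminescence, 15 sec read, taken 44 h post-infection following a 15 min RT substrate incubation.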
CHX counter: counter-screen for Shiga toxin inhibitors: cycloheximide protein synthesis inhibition. cell reporter, cycloheximide protein synthesis inhibition counterscreen. max response, %. 300,000 tested, 12% active; in the data active = max response mostly above about 13%, no sharp cut-off; inactive = mostly below about 14%; also: read at 38.3 µM for the half of the compounds with a filed dose; 0% is about no effect
Tb PYK inh: inhibitors of Trypanosoma brucei pyruvate kinase. 410,000 tested, 0.12% active. AID 624173. Potency, µM (top dose mostly 76.8 µM), for inactives: top-dose activity, negative = inhibition, actives largely listed as inhibitors. TbPYK enzyme, Kinase-Glo Plus ATP luminescence, 45 min; also: potency is read from the fitted curve at half-maximal effect; % is scaled to controls: 0 for no effect and ±100 for the full control effect; nearly all actives have a fitted effect of over 50% in size
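Activity of T. brucei pyruvate kinase was followed by Kinase-Glo Plus luminescence after the enzyme reacted 45 min at room temperature with 130 uM ADP (final) and substrate. Test compounds were added before ADP at multiple concentrations.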
Shiga inhibitor: inhibitors of Shiga toxin in Vero cells; AID 2315; inhibition, % at 38.7 µM; Vero cells, Shiga toxin protein synthesis inhibition reporter; 290,000 tested, 9.2% active; in the data active = inhibition mostly above about 28%, no sharp cut-off; inactive = mostly below about 43%; also: 0% is about no effect
* marks the source's active call; other numbers are inactive results; ? = inconclusive; . = no result given; & = joins results of further samples; [ ] = dose if it differs, or a comment. Unless noted, calls follow the shape of the dose curve; as a rule, active = well fitted curve in the direction sought with a large enough effect; inconclusive = small, poorly fitted or top-dose-only effect, or another doubt; inactive = no such curve, though single readings can be large; an effect the other way counts as inactive or inconclusive.

The first 3 entries, to show the layout:
SMILES	LmPK inh	Pf growth 96h	Pf growth 48h	HCV inh	CHX counter	Tb PYK inh	Shiga inhibitor
COc1ccccc1Nc1ncnc2ccccc12	-0.3%	9.0%	39.7%[activator]	-20.0%	16.6*	2.7%	35.0
CCn1c(SCC(=O)Nc2ncc(C(F)(F)F)cc2Cl)nnc1-c1ccccc1	7.3%	61.5%[activator]	16.7%	-18.4%	-0.4	-3.2%	-5.5
CCN(C(=O)CN1CCN(c2cccc(C(F)(F)F)c2)CC1)c1c(N)n(Cc2ccccc2)c(=O)[nH]c1=O	12.4%	-27.0%	0.0%	-10.1%	11.1	0.4%	16.2

The whole of this part, from the start:
SMILES	LmPK inh	Pf growth 96h	Pf growth 48h	HCV inh	CHX counter	Tb PYK inh	Shiga inhibitor
COc1ccccc1Nc1ncnc2ccccc12	-0.3%	9.0%	39.7%[activator]	-20.0%	16.6*	2.7%	35.0
CCn1c(SCC(=O)Nc2ncc(C(F)(F)F)cc2Cl)nnc1-c1ccccc1	7.3%	61.5%[activator]	16.7%	-18.4%	-0.4	-3.2%	-5.5
CCN(C(=O)CN1CCN(c2cccc(C(F)(F)F)c2)CC1)c1c(N)n(Cc2ccccc2)c(=O)[nH]c1=O	12.4%	-27.0%	0.0%	-10.1%	11.1	0.4%	16.2
CCc1nn(CC(=O)NCCCN(CC)CC)c(=O)c2cc3sc(C)cc3n12	-0.6%	16.2%	6.5%	-12.8%	-1.0	-4.7%&-3.9%	14.3
COC(=O)CCCNc1ncccc1[N+](=O)[O-]	1.4%	12.2%	-15.5%	-12.9%	2.3	?	36.4
Cc1ccccc1NS(=O)(=O)c1ccc(C(=O)OCC(=O)NCC(C)C)cc1	0.0%	50.6%[1.15 µM]	-8.3%	9.3%	-1.5	2.4%	4.9
Fc1cccc(Cn2cc(C(=S)N3CCOCC3)c3ccccc32)c1	2.5%	120.0%[activator]	?	-11.2%	-1.3	1.9%	-2.0
COc1cccc(CN(CC(=O)NC2CCCC2)C(=O)Cn2nnc(-c3cccs3)n2)c1	-3.5%	11.3%	3.7%	10.0%	8.4	1.7%	-2.0
COc1cccc(C(C(=O)NC2CCCC2)N(C(=O)c2ccco2)c2ccc(-n3cnnn3)c(C)c2)c1OC (stereo unspecified)	4.2%	34.3%[activator]	9.28µM*	0.8%	-2.7	1.2%	-8.9
COc1ccc(NC(=O)Cn2ncc(Cl)c(Cl)c2=O)cc1S(=O)(=O)N1CCOCC1	0.2%	?	?	8.91µM*	18.8*	-12.6%	20.1
COC(=O)c1cc(OC)c(OC)cc1NC(=O)c1ccc(C)o1	2.6%	5.22µM*	.	?	6.0	-3.4%	-15.3
CCCCCCSc1ccc(-c2nc3ccc(C)cn3c2NC2CCCCC2)cc1	.	13.1µM*	9.28µM*	28.7%	.	2.2%	.
COc1ccc(S(=O)(=O)NCCSCc2ccco2)cc1	-0.7%	-13.7%	-15.8%	-9.5%	-3.8	-4.3%	-6.1
CCC(=O)N1CCc2cc(S(=O)(=O)NC(C(=O)NC(C)c3ccccc3)C(C)C)ccc21 (stereo unspecified)	3.1%	-7.7%	0.4%	14.2%	-3.7	5.9%	-19.4
Cn1ccnc1Sc1nc2c(c(=O)n(C)c(=O)n2C)n1C	-1.0%	17.9%	0.8%	7.0%	3.2	5.7%	-2.8

A different layout for part of the listing above.
SMILES | LmPK inh | Pf growth 96h | Pf growth 48h | HCV inh | CHX counter | Tb PYK inh | Shiga inhibitor
COc1cccc(C(C(=O)NC2CCCC2)N(C(=O)c2ccco2)c2ccc(-n3cnnn3)c(C)c2)c1OC (stereo unspecified) | 4.2% | 34.3%[activator] | 9.28µM* | 0.8% | -2.7 | 1.2% | -8.9
COc1ccc(NC(=O)Cn2ncc(Cl)c(Cl)c2=O)cc1S(=O)(=O)N1CCOCC1 | 0.2% | ? | ? | 8.91µM* | 18.8* | -12.6% | 20.1

Continuation:
SMILES	LmPK inh	Pf growth 96h	Pf growth 48h	HCV inh	CHX counter	Tb PYK inh	Shiga inhibitor
O=C(NC1CCCCC1)C(c1ccc(F)cc1)N(C(=O)c1csnn1)C1CC1 (stereo unspecified)	2.8%	15.5%	-4.1%	7.8%	-4.3	-1.8%	20.9
Cc1ccc(/C=N/NC(=O)CNC(=O)COc2ccc(Cl)cc2)o1	1.6%[11.5 µM]	11.1%	-4.1%	-2.7%	-2.3	2.3%	-13.5
COc1cc(/C=N/c2oc(C)c(C)c2C#N)cc(Br)c1O	-9.4%	-28.4%	10.8%	12.2%	-2.9	-2.8%	-4.7
Cc1c(Cl)c([N+](=O)[O-])nn1CC(=O)NC1CCCCC1	-3.4%	?	-1.6%	10.4%	-3.8	-9.7%	-9.5
Cc1nnc(SCc2ccc(C(=O)O)cc2)s1	-1.7%	.	.	-0.1%	-6.0	-5.3%	-6.9
O=C(CCN1C(=O)c2ccccc2C1=O)Nc1nc2ccccc2s1	0.3%	136.5%[activator]	3.1%	11.7%	19.4*	4.2%	-38.2
Cc1ccc(-n2nnnc2SCc2nnc(-c3ccccc3Br)o2)cc1	0.1%	24.8%	3.9%	?	2.5	2.2%	22.9
O=C(Cc1csc(-c2ccccc2)n1)NCc1ccc(F)cc1	5.0%	-8.5%	9.2%	?	-1.4	-0.9%	3.8
CCCN1C/C(=C/c2ccc3c(c2)OCO3)C(=O)/C(=C/c2ccc3c(c2)OCO3)C1	-2.0%	1.85µM*	0.0%	?	6.6	-12.4%	5.6
CCOC(=O)c1cc(-c2ccccc2)sc1N	1.8%	-6.8%	52.4%[activator]	?	36.5*	-18.7%	58.6*
Cc1ccc(C(=O)c2oc3ccc(Cl)cc3c2NC(=O)CN2CCN(C)CC2)cc1	-0.7%	-4.8%	?	?	-1.8	-2.9%	-3.4
Cc1cc(C)cc(NS(=O)(=O)c2cc3[nH]c(=O)c(=O)[nH]c3cc2C)c1	-1.2%	-18.5%	-0.6%	8.3%	-2.0	-2.4%&-2.0%	15.4
CC(=O)Nc1ccc(NC(=O)Nc2cccc(C)c2C)cc1	-1.4%	40.2%[activator]	14.6%	3.3%	3.6	-6.9%	9.3
Cc1ccc(O)c(NC(=O)C2CCCN2C(=O)OCc2ccccc2)c1 (stereo unspecified)	-2.7%	?	?	-11.8%	3.2	-4.6%	-5.2
O=C(CSc1nc2ccccc2n1S(=O)(=O)c1ccccc1)N1CCCC1	-3.0%	?	55.5%[activator]	6.4%	12.7*	-2.4%	47.9*
COc1cc2nc(CN3CCOCC3)n(CC(=O)N3CCCCCC3)c(=O)c2cc1OC	-3.5%	10.6%	-27.1%	7.7%	0.5	1.2%	-5.0
COc1cc(C(c2sc3nc(C)nn3c2O)N2CC(C)CC(C)C2)cc(OC)c1OC (stereo unspecified)	4.4%	?	?	-5.4%	-2.5	-0.5%	8.7
Fc1ccccc1CNCc1ccc2c(c1)OCO2	1.2%	?	4.6%	5.2%	18.8*	2.3%	22.0
CC1CCC(C(C)C)C(OC(=O)CSc2n[nH]c(=O)[nH]c2=O)C1 (stereo unspecified)	0.1%	13.1µM*	-9.8%	?	8.2	-0.7%	-13.9
Cc1ccnc(NS(=O)(=O)c2cc(-c3cc(C)no3)ccc2C(C)C)c1	4.7%	10.4µM*	22.6%	-2.2%	17.3*	-4.6%	28.2*
NC(=O)CC(NC(=O)Cc1cccc2ccccc12)c1ccc(N2CCCCCCC2)c([N+](=O)[O-])c1 (stereo unspecified)	3.1%	-82.0%	24.9%	-21.1%	0.8	3.4%	-4.1
Cc1cccc(Oc2nc(-c3cccc([N+](=O)[O-])c3)nc3ccccc23)c1C	1.8%	-12.9%	?	-24.2%	7.3	0.9%	-24.1
CC1(C)C2CCC1(CS(=O)(=O)NCCc1c[nH]c3ccccc13)C(=O)C2 (stereo unspecified)	5.7%	-23.1%	?	-8.8%	-4.3	-4.9%	23.7
COc1ccccc1C(CCN(Cc1ccccc1)C(C)=O)c1ccco1 (stereo unspecified)	-14.0%	?	?	-16.8%	-2.1	-2.9%	-3.6
Cc1ccccc1N(CC(=O)NCC1CCCO1)C(=O)CNS(=O)(=O)c1ccc(F)cc1 (stereo unspecified)	-2.5%	9.0%	4.0%	5.2%	-0.4	4.5%	-18.8
COC(=O)c1ccc(-c2cc3onc(-c4ccccc4)c3c(=O)n2C)cc1	.	55.9%[activator]	33.2%[activator]	27.6%	.	0.7%	.
COC(=O)c1ccccc1S(=O)(=O)Oc1ccc(-c2ccc(C(=O)O)cc2)cc1	-3.7%	?	10.8%	32.5%[activator]	3.6	1.0%	0.8
COc1cc(C(C)=O)ccc1OCC(=O)c1cc(C)n(C2CC2)c1C	1.6%	11.7µM*	?	-13.8%	13.8	-1.0%	8.6
O=C(O/N=C1\C(=O)N(c2ccccc2)c2ccccc21)C1CC1	5.3%	?	134.6%[activator]	-13.7%	-4.6	-2.6%	3.2
c1ccc(Oc2cccc(OCCCCSc3ncccn3)c2)cc1	4.2%	.	8.4%	0.4%	-1.0	0.0%	-14.6
c1ccc(-n2c(-c3ccncc3)nnc2-c2ccco2)cc1	1.1%	63.6%[activator]	6.6%	2.9%	-3.8	-8.8%	-24.1
COc1ccc(/C(O)=C2/C(=O)C(=O)N(CCN3CCOCC3)C2c2cccnc2)cc1OC (stereo unspecified)	-7.7%	-11.9%	-9.9%	29.8%	-1.4	-5.0%	8.7
CNC(=O)c1ccccc1-c1ccccc1	-5.6%	?	-2.1%	-2.0%	-1.0	5.5%	-3.9
COc1ccc2c(c1OC)C(=O)N(c1nc(SC)n[nH]1)C2=O	-8.8%	166.8%[activator]	3.7%	10.6%	-0.6	-2.8%	5.0
Cc1ccc(N(CC(=O)NCC2CCCO2)C(=O)CCC(=O)Nc2nccs2)cc1C (stereo unspecified)	0.8%	?	4.7%	11.9%	-0.8	-0.8%	-5.0
Cc1nc2ccccc2c(=O)n1NC(=O)Cc1ccc(Br)cc1	-5.0%	34.1%[activator]	6.7%	12.6%	-1.1	4.2%	-15.8
CC(C)[C@H](NC(=O)c1ccccc1)C(=O)OCC(=O)c1ccccc1F	-2.2%	-11.8%	315.2%[activator]	19.5%	15.8*	-3.7%	20.2
Cc1ccc(N=C(N(C)C)P(=O)(N(C)C)N(C)C)cc1	1.6%	20.3%	17.5%	0.9%	-1.8	1.3%	-5.9
CCOC(=O)N1CCN(C(=O)c2ccc(Cl)c(NC(=O)c3cccs3)c2)CC1	.	?	10.4µM*	7.7%	.	-2.7%	.
CC(=O)N/C(=C\c1ccccc1)C(=O)OCc1ccc(F)cc1	-5.6%	-32.7%	-17.0%	1.2%	-6.8	3.8%	-7.3
CCn1c(SCC(=O)Nc2ccc(C(=O)OC)cc2)nc2cccnc21	4.3%	?	1.2%	?	2.5	-8.5%	-3.1
CCCC(C(=O)NCc1ccco1)N(C(=O)CNS(=O)(=O)c1ccccc1)c1ccc(OC)cc1 (stereo unspecified)	-0.7%	?	?	9.8%	1.6	-1.4%	-6.8
CCOc1ccc(-c2nnn(CC(=O)Nc3cc(OC)cc(OC)c3)n2)cc1OCC	1.8%	?	-16.2%	?	-4.2	2.4%	-13.3
CN(Cc1ccco1)C(=O)C1CCCN(c2ncnc3c2nc2n3CCCCC2)C1 (stereo unspecified)	2.5%	?	-21.0%	-18.0%	0.6	0.5%	-3.8
COc1ccc(C(=O)Nc2cc(C)c(NC(=O)c3ccccc3OC)cn2)cc1	-1.6%	-9.9%	33.6%[activator]	?	9.3	1.8%	37.0
